NTMT1 inh = inhibitors of human N-terminal methyltransferase NTMT1; NTMT1 MTase-Glo SAH luminescence, purified enzyme; Potency, µM (series often up to 114 µM), for the others: at the top dose activity change, negative = inhibition, usual class: inhibitors; 59,000 compounds, 2.5% hits;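 also: potency is read from the fitted curve at half-maximal effect; plate controls were DMSO vehicle for no effect and no enzyme for full effect; nearly all actives have a fitted effect of over 65% in size; many of its hits are not listed in these tables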
B2AR arrestin ag = agonists recruiting beta-arrestin to human beta2-adrenergic receptor; P07550; HTLA Tango cells, beta-arrestin recruitment, luciferase luminescence, 18 h; Potency, µM (doses to about 46.1 µM), inactives show at the highest dose activation, usual class: activators; 44,000 tested, under 10 active;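 also: potency is read from the fitted curve at half-maximal effect; 0% = DMSO and full agonism = EC100 isoproterenol or metaproterenol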
Target sequence (P07550 whole entry, looked up): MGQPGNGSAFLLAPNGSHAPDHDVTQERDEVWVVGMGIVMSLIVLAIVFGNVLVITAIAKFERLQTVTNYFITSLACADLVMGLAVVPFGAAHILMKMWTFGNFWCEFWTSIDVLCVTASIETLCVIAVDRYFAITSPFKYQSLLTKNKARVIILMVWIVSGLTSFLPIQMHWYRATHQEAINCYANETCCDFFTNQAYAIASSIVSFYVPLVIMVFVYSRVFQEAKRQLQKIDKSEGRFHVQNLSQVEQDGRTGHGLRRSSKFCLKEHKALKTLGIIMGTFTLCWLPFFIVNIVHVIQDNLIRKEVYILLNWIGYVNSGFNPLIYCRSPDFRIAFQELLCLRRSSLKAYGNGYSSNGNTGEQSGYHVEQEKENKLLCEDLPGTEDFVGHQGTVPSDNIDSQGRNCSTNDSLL
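Receptor–beta-arrestin recruitment read by tTA-responsive luciferase: compound titrations (up to 46 µM) incubated 18 h with Tango cells, then luminescent substrate 15 min at room temperature. Concentration-response fits classified by r2, efficacy and activity.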
p53null 39C tox = kills p53 null cells at the nonpermissive temperature; Potency, µM (highest dose often 46.1 µM), inactives show top-dose activity, negative = cell killing, usual class: cytotoxic; H1299 p53-null (neo) cells, 39C, ATPlite viability, 24 h; 55,000 compounds, 0.97% hits; AID 904;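 also: potency is read from the fitted curve at half-maximal effect; 0% = DMSO only and -100% = full killing by 100 µM tamoxifen; nearly all actives have a fitted effect of over 50% in size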
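Following overnight plating at 37C (600 cells/well), H1299-neo or H1299-p53A138V cells are dosed up to 46 uM. Incubation lasts 24 hr at 39C before ATP detection.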
FH mod = Identification of activators of human fumarate hydratase by quantitative high-throughput screening; Fumarate hydratase, mitochondrial (Homo sapiens), P07954; FH coupled MDH/diaphorase resazurin fluorescence, 15 min; Potency, µM (titrated, usually from 79.9 µM), inactives show at the highest dose activity change, negative = inhibition, hits mostly inhibitors; 54,000 compounds, 0.22% hits; AID 1347055, 2019; also: potency is read from the fitted curve at half-maximal effect; % is scaled to controls: 0 for no effect and ±100 for the full control effect; the screen sought activators but most active calls are inhibition curves; nearly all actives have a fitted effect of over 45% in size
Target sequence (P07954 whole entry, looked up): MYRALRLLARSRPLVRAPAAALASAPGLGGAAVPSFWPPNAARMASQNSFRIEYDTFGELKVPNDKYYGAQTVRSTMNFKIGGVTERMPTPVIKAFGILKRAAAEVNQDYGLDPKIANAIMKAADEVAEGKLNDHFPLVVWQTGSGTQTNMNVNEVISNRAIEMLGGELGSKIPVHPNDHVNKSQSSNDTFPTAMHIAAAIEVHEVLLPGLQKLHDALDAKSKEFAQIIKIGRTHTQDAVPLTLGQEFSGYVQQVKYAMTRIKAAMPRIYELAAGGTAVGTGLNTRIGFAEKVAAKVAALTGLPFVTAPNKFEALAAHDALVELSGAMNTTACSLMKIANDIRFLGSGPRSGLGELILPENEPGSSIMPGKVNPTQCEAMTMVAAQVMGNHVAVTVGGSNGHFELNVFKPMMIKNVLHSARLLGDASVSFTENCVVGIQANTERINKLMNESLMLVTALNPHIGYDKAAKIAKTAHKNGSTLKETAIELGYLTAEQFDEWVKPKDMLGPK
p53null 32C kill = selectivity test: cytotoxicity in p53 null cells, permissive temperature | Potency, µM (doses to about 46.1 µM), without a hit: at the highest dose activity change, negative = cytotoxicity, actives largely listed as cytotoxic | 55,000 compounds, 0.62% hits | H1299-neo p53 null cells, ATP luminescence, 24 h, 32C;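 also: potency is read from the fitted curve at half-maximal effect; 0% = DMSO only and -100% = full killing by 100 µM tamoxifen; nearly all actives have a fitted effect of over 55% in size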
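Cells lacking p53 (H1299-neo) are plated at 600 per well and allowed to settle overnight at 37C. Test compounds (up to 46 uM) are added and held 24 hours at 32C, then ATP is quantified by luminescence.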
GALK inhibitor = GALK (human) enzyme inhibition | recombinant GALK, Kinase-Glo ATP luminescence, 1 h | Potency, µM (top dose mostly 57.5 µM), for the others: at the top dose activity, negative = inhibition, most hits filed as inhibitors | 44,000 tested, under 10 active | AID 1347072;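 also: plate controls were full GALK reaction for no effect and reaction lacking GALK for full effect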
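Luminescent ATP-depletion readout (Kinase-Glo Plus, 10 min) after 1 h RT reaction of 5 nM GALK, 35 uM ATP, 100 uM galactose, pH 8.0 HEPES buffer. Decreased kinase activity scored as inhibition.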
PTAP-TSG101 blk = blocks PTAP binding to human TSG101, validation; 44,000 tested, under 10 active; AID 1347069; Potency, µM (top dose mostly 115 µM), for inactives: at the top dose activity change, negative = inhibition, most hits filed as inhibitors; Q99816; Fluorescence polarization, FITC-PTAP peptide/Tsg101, 20 min; also: potency is read from the fitted curve at half-maximal effect; 0% is about no effect
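Steps: Tsg101 binding domain (10 uM final) in HEPES pH 7.5/NaCl/Tween 20/EDTA/TCEP; add compound; add FITC-PTAP peptide (50 nM final); incubate 20 min r.t.; read polarization.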
Starred values were filed as active, the others as inactive; ? = inconclusive; . = no result given. Calls follow the shape of the dose curve; as a rule, active = well fitted curve in the direction sought with a large enough effect; inconclusive = small, poorly fitted or top-dose-only effect, or another doubt; inactive = no such curve, though single readings can be large; an effect the other way counts as inactive or inconclusive. An excerpt; the hit share may differ from the screen's.

item	SMILES	NTMT1 inh	B2AR arrestin ag	p53null 39C tox	FH mod	p53null 32C kill	GALK inhibitor	PTAP-TSG101 blk
1	Cc1ccc(C)c(NC(=O)Nc2cccc(-c3cn4cccnc4n3)c2)c1	?	0%	?	3%	1%	2%	-1%
2	COc1cc(OC)c(OC)cc1CNCCCSc1nnnn1C	1%	-4%	-9%	-10%	-8%	5%	-4%
3	O=C(c1nc(-c2ccc(Cl)cc2)n2c1CCCCC2)N1CCN(c2ccccc2)CC1	?	0%	-12%	-4%	-5%	0%	-1%
4	Cc1ccc(NC(=O)C2CCCN2S(=O)(=O)c2ccc3nc(-c4ccccc4)[nH]c3c2)cc1F (stereo not drawn)	-11%	-1%	3%	-27%	0%	1%	-8%
5	Cc1cc(N2CCC(C(=O)NCCC(C)C)CC2)n2nc(C)c(-c3ccc(Cl)cc3)c2n1	6%	-1%	-3%	2%	-3%	0%	-3%
6	Cc1ccc(CNC(=O)Cn2cc(S(=O)(=O)Cc3ccccc3Cl)c3ccccc32)cc1	5%	0%	-19%	-7%	-18%	-8%	5%
7	CCOc1ccc(N(CC)C(=O)Cn2cnc3sc(C)c(S(=O)(=O)N4CCN(c5ncccn5)CC4)c3c2=O)cc1	?	1%	-19%	2%	3%	0%	3%
8	COc1ccc(-c2c3c(=O)n(C)c(=O)n(C)c3c3n2-c2ccccc2NC3c2ccco2)cc1 (stereo not drawn)	.	-1%	7%	.	-2%	-9%	0%
9	CCOC(=O)c1[nH]cnc1C(=O)Nc1ccc(F)cc1	6%	-1%	-20%	12%	22%	-20%	0%
10	CCOC(=O)c1ccc(NC(=O)C2CCCN(c3ccc(Sc4ccc(C)cc4)nn3)C2)cc1 (stereo not drawn)	-1%	0%	-2%	-20%	4%	-1%	0%
11	O=C(CC1C(=O)N(c2ccccc2)C(=O)N1Cc1ccc(F)cc1)Nc1cccc(F)c1 (stereo not drawn)	.	0%	11%	.	2%	3%	-10%
12	CCn1cc(S(=O)(=O)c2ccc(Cl)cc2)c(=O)c2cc(F)c(N3CCOCC3)cc21	0%	-1%	0%	-9%	-2%	-2%	-1%
13	CC(=O)c1ccc(NC(=O)c2cc3c([nH]c2=O)CC(c2ccccc2)CC3=O)cc1 (stereo not drawn)	5%	0%	15%	3%	7%	-1%	3%
14	Cc1ccc2oc(-c3cc(NC(=O)c4ccc5c(c4)OCCO5)cc(C)c3O)nc2c1	22%	1%	-19%	1%	-10%	2%	-1%
15	COc1cccc(CNC(=O)c2ccc(CS(=O)c3ccccc3)o2)c1 (stereo not drawn)	15%	-1%	-16%	6%	-4%	2%	-2%
16	Cc1ccc(CNC(=O)c2cc(=O)c3cc(C)cc(C)c3o2)cc1	11%	-1%	11%	2%	5%	0%	3%
17	CCn1c2c(c(=O)n3ncc(C(=O)N4CCN(c5ccc(C(C)=O)cc5)CC4)c13)CN(Cc1ccc(OC)cc1)CC2	?	-1%	-5%	-33%	-6%	2%	-1%
18	Cc1ccc(Cl)cc1N1CCN(C(=O)CCn2c(=O)c3cccn3c3cccnc32)CC1	-1%	0%	-13%	-12%	-6%	2%	-1%
19	COc1ccc(OC)c(CNC(=O)C2CCN(c3nc4ccccc4nc3C(F)(F)F)CC2)c1	3%	0%	-15%	-13%	-4%	-1%	0%
20	CCOC(=O)c1c(C)[nH]c(C)c1S(=O)(=O)NCC(=O)N1CCN(c2ccccc2OC)CC1	-3%	0%	-12%	-3%	10%	4%	-6%
21	CCOc1ccc(NC(=O)C2CCCN(c3ccc(Sc4ccc(C)cc4)nn3)C2)cc1 (stereo not drawn)	7%	0%	4%	-31%	-2%	6%	0%
22	COc1ccc(C(=O)NCC(c2ccco2)S(=O)(=O)c2cccs2)cc1 (stereo not drawn)	-11%	-1%	19%	0%	-1%	-2%	-5%
23	CCc1nn2c(=O)cc(COC(=O)c3ccccc3)nc2s1	-4%	0%	-11%	-5%	0%	6%	-3%
24	Cc1cc(C)cc(-n2ccn3c(CC(C)(C)CC(=O)O)nnc3c2=O)c1	-2%	0%	-1%	0%	-1%	0%	-5%
25	Cc1ccc2ncc(C(=O)Nc3ccc(F)cc3F)c(=O)n2c1	0%	1%	1%	-3%	7%	6%	2%
26	Cc1csc2nc(COC(=O)CNC(=O)c3ccccc3)cc(=O)n12	25%	0%	4%	-4%	-3%	-2%	-8%
27	CC(C)(C)OC(=O)N1CCC(c2c(C(=O)N3CCN(c4ccccn4)CC3)cnn2-c2ccc(F)cc2F)CC1	1%	0%	8%	6%	1%	-3%	-3%
28	CCC(Oc1ccccc1F)C(=O)N1CCC(c2nc3ccccc3s2)CC1 (stereo not drawn)	-2%	-4%	4%	4%	-2%	2%	4%
29	COC(=O)c1cc2oc(C)cc2n1CC(=O)Nc1cc(Cl)ccc1OC	16%	-1%	-10%	-15%	-1%	4%	2%
30	O=C(Cn1ncc2c3ccccc3n(Cc3ccccc3F)c2c1=O)N1CCCCCC1	9%	-3%	13%	-19%	13%	5%	-2%
31	CNC(=O)c1c(NC(=O)c2ccc(S(=O)(=O)N3CCCCC3)cc2)sc2c1CCC2	-2%	0%	5%	-6%	-3%	-7%	1%
32	COc1ccc(N2CC(NC(=O)COc3ccc4ccccc4c3)CC2=O)cc1OC (stereo not drawn)	0%	-4%	27%	2%	-5%	0%	-8%

A second format for part of the listing above:
(22) COc1ccc(C(=O)NCC(c2ccco2)S(=O)(=O)c2cccs2)cc1 (stereo not drawn)
(23) CCc1nn2c(=O)cc(COC(=O)c3ccccc3)nc2s1
(24) Cc1cc(C)cc(-n2ccn3c(CC(C)(C)CC(=O)O)nnc3c2=O)c1
(25) Cc1ccc2ncc(C(=O)Nc3ccc(F)cc3F)c(=O)n2c1
(26) Cc1csc2nc(COC(=O)CNC(=O)c3ccccc3)cc(=O)n12
(27) CC(C)(C)OC(=O)N1CCC(c2c(C(=O)N3CCN(c4ccccn4)CC3)cnn2-c2ccc(F)cc2F)CC1
(28) CCC(Oc1ccccc1F)C(=O)N1CCC(c2nc3ccccc3s2)CC1 (stereo not drawn)

Screen / compound no. | 22 | 23 | 24 | 25 | 26 | 27 | 28
NTMT1 inh | -11% | -4% | -2% | 0% | 25% | 1% | -2%
B2AR arrestin ag | -1% | 0% | 0% | 1% | 0% | 0% | -4%
p53null 39C tox | 19% | -11% | -1% | 1% | 4% | 8% | 4%
FH mod | 0% | -5% | 0% | -3% | -4% | 6% | 4%
p53null 32C kill | -1% | 0% | -1% | 7% | -3% | 1% | -2%
GALK inhibitor | -2% | 6% | 0% | 6% | -2% | -3% | 2%
PTAP-TSG101 blk | -5% | -3% | -5% | 2% | -8% | -3% | 4%

(29) COC(=O)c1cc2oc(C)cc2n1CC(=O)Nc1cc(Cl)ccc1OC
(30) O=C(Cn1ncc2c3ccccc3n(Cc3ccccc3F)c2c1=O)N1CCCCCC1
(31) CNC(=O)c1c(NC(=O)c2ccc(S(=O)(=O)N3CCCCC3)cc2)sc2c1CCC2

Screen / compound no. | 29 | 30 | 31
NTMT1 inh | 16% | 9% | -2%
B2AR arrestin ag | -1% | -3% | 0%
p53null 39C tox | -10% | 13% | 5%
FH mod | -15% | -19% | -6%
p53null 32C kill | -1% | 13% | -3%
GALK inhibitor | 4% | 5% | -7%
PTAP-TSG101 blk | 2% | -2% | 1%

A second format for part of the listing above.
Every second line gives: NTMT1 inh | B2AR arrestin ag | p53null 39C tox | FH mod | p53null 32C kill | GALK inhibitor | PTAP-TSG101 blk
31) CNC(=O)c1c(NC(=O)c2ccc(S(=O)(=O)N3CCCCC3)cc2)sc2c1CCC2
    -2% | 0% | 5% | -6% | -3% | -7% | 1%
32) COc1ccc(N2CC(NC(=O)COc3ccc4ccccc4c3)CC2=O)cc1OC (stereo not drawn)
    0% | -4% | 27% | 2% | -5% | 0% | -8%

The list goes on:
item	SMILES	NTMT1 inh	B2AR arrestin ag	p53null 39C tox	FH mod	p53null 32C kill	GALK inhibitor	PTAP-TSG101 blk
33	Cc1cccc(CSc2nnc3[nH]c(=O)cc(-c4ccccc4)n23)c1	12%	-4%	26%	-4%	-10%	2%	-1%
34	Cc1ccc(NC(=O)Cn2c(=O)ccc3cc(S(=O)(=O)N4CCC(C)CC4)ccc32)cc1C	5%	0%	14%	3%	?	1%	-1%
35	Cc1ccc(C)c(CN2C(=O)c3ccccc3S(=O)(=O)c3ccc(C(=O)Nc4ccccc4C(F)(F)F)cc32)c1	-2%	-1%	2%	-10%	16%	-4%	0%
36	Cc1ccc(NC(=O)CN2C=NS(=O)(=O)c3ccccc32)cc1	8%	-2%	19%	3%	-3%	2%	-4%
37	Cc1ccc(NC(=O)Nc2c[nH]c(=O)[nH]c2=O)c(Cl)c1	?	0%	-25%	-7%	7%	0%	1%
38	CCOCCCNc1ncnc2c1cnn2-c1ccc(C)c(C)c1	?	2%	13%	-5%	-2%	-2%	0%
39	O=C(CCCn1c(=O)c2cccn2c2cccnc21)Nc1ccccc1Br	-9%	0%	1%	-10%	0%	0%	2%
40	Cc1cn2c(=O)c(S(=O)(=O)NCc3ccccc3Cl)c(C)nc2s1	-2%	0%	-25%	2%	-11%	?	-3%
41	CCOc1ccc(NC(=O)CCS(=O)(=O)c2ccc3nc(C)sc3c2)cc1	0%	0%	15%	-3%	1%	1%	3%
42	CCCC(=O)Nc1ccc(-c2nc3ncccc3o2)cc1C	0%	0%	-14%	0%	6%	0%	-2%
43	CCN(CC)S(=O)(=O)c1ccc2c(c1)N(CC(=O)NCCCN1CCN(c3cc(Cl)ccc3C)CC1)C(=O)CO2	?	0%	?	-11%	?	0%	-2%
44	COCCn1c(C)cc(O)c(C(c2ccccc2)N2CCN(c3ccc(F)cc3)CC2)c1=O (stereo not drawn)	-14%	2%	-2%	-10%	3%	4%	1%
45	O=c1[nH]c2ccc(NS(=O)(=O)c3ccc(F)cc3)cc2s1	-2%	0%	-11%	-6%	-5%	1%	-6%
46	Cc1ccc(S(=O)(=O)c2cn(C)c3cc(N4CCN(C)CC4)c(F)cc3c2=O)cc1	-17%	0%	-5%	3%	-7%	0%	2%
47	CCOc1ccccc1NC(=O)C1=C(C)Nc2ncnn2C1c1sccc1C (stereo not drawn)	-19%	1%	7%	-8%	15%	-2%	-16%
48	Cc1ccc(C(C)C)c(OCC(O)CN2CCN(c3ccccc3F)CC2)c1 (stereo not drawn)	6%	0%	?	-8%	15%	0%	6%
49	CCc1nn2c(=O)cc(COC(=O)c3ccc4c(c3)OCO4)nc2s1	-7%	0%	22%	7%	-4%	0%	-4%
50	Cc1ccc(S(=O)(=O)c2nnn3c2nc(N2CCCC(C)C2)c2cc(Cl)ccc23)cc1C (stereo not drawn)	-2%	-2%	14%	-7%	-11%	-10%	-5%
51	CCC(=O)Nc1ccccc1-c1nc2ccccc2n(CC(=O)c2ccc(Br)cc2)c1=O	15%	-3%	1%	24%	6%	5%	0%
52	CCN(C(=O)C(NS(=O)(=O)c1cccc2nsnc12)c1ccccc1)c1ccccc1 (stereo not drawn)	0%	0%	8%	-11%	20%	0%	-1%

From PubChem BioAssay
